Compound activity from PubChem BioAssay.
P. falciparum M17LAP: P. falciparum M17LAP inhibitors, primary screen, biochemical, fluorogenic H-Leu-NHMec substrate, 1536-well (AID 1619); recombinant M17LAP, H-Leu-NHMec fluorogenic kinetic assay; higher % means a stronger effect; actives 0.38% (n = 220,000); inhibition, % at 30 µM; hits with a dose series show IC50 in µM;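 active = compound inhibiting the enzyme by more than half at any dose during confirmatory dose-response retesting; inconclusive = strong single-dose inhibitors picked by rank but not retested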;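 note: plate controls were full reaction with DMSO carrier for no effect and no enzyme background for full effect; strong numbers were not always called active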
P. falciparum M1AAP: P. falciparum M1AAP inhibitors, biochemical, fluorogenic H-Leu-NHMec substrate, 1536-well (AID 1445) | recombinant M1AAP, H-Leu-NHMec fluorogenic kinetic assay; higher % means a stronger effect | inhibition, % at 30 µM; hits with a dose series show IC50 in µM | actives 0.42% (n = 220,000);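 active = primary inhibition above the hit cutoff, then over 50% inhibition at one or more dose response concentrations, cut at about 23% in these data, passing the limit was not always enough; inconclusive = conflicting primary data, or primary hits not chosen for dose response; inactive = low primary inhibition, or under 50% at every dose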;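 note: plate controls were DMSO full reaction for no effect and no enzyme background for full effect; strong numbers were not always called active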
RSV antiviral HEp-2: inhibition of RSV-induced cytopathic effect – HEp-2 cells, primary 10 µM value included (AID 2391); HEp-2 cells, RSV-induced CPE inhibition; higher % means a stronger effect; one-dose CPE inhibition, % at 10 µM; IC50 in µM for titrated hits; actives 0.13% (n = 310,000); in the data active = a potency from the dose series; inconclusive = CPE inhibition mostly from about 23% at the one dose, without a potency; inactive = the rest, 99 in 100 with CPE inhibition below about 21%; note: strong numbers were not always called active
West Nile virus CPE: inhibition of WNV-induced cytopathic effect – cell-based, CPE readout (AID 1621); West Nile virus-infected cells, CPE inhibition; higher % means a stronger effect; CPE inhibition, % at 10 µM, or IC50 in µM where a hit was titrated; actives 0.02% (n = 290,000); in the data active = a potency from the dose series; inconclusive = CPE inhibition mostly from about 3.7% at the one dose, without a potency; inactive = the rest, 99 in 100 with CPE inhibition below about 2.2%; note: strong numbers were not always called active
human PMI inhibition: inhibitors of human PMI, primary screen, biochemical, fluorescence intensity, coupled assay (AID 1209); purified PMI enzyme, coupled fluorescence intensity; higher % means a stronger effect; one-dose inhibition, % at 20 µM; IC50 in µM for titrated hits; actives 0.42% (n = 190,000);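 note: plate controls were DMSO vehicle for no effect and wells lacking substrate for full effect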
TNAP activators: stimulation of alkaline phosphatase TNAP activity – biochemical, luminescent, no phosphate acceptor, uHTS, primary screen (AID 1001) | one-dose activation fold at 20 µM; EC50 in µM for titrated hits | purified TNAP, luminescent activation assay, no phosphate acceptor; higher activation fold means a stronger effect | actives 0.03% (n = 200,000); in the data active = activation fold from about 3, or a potency from the dose series; inactive = the rest, 99 in 100 with activation fold below about 1.6; note: many of its hits are not listed in these tables
UTI89 phage lysis: protection from phage-mediated lysis, alamar blue read-out – E. coli UTI89, K1F phage, bacterial capsule biogenesis inhibitors (AID 488966) | actives 0.02% (n = 340,000) | E. coli UTI89 K1F phage lysis, alamar blue, 2 h; higher % means a stronger effect | one-dose inhibition, % at 100 µM; IC50 in µM for titrated hits;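 active = phage lysis inhibition, versus mean bacterial control, above a set limit; inconclusive = no clear call, values can overlap the other calls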;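 note: capsule biogenesis inhibitors block K1F phage lysis so surviving cells raise fluorescence; higher fluorescence means more inhibition of phage lysis; actives were called in the ten point dose series up to 300 µM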
human PMI inhibitors: MPI inhibition at elevated mannose 6-phosphate – biochemical, fluorescence intensity, high mannose 6-phosphate, primary screen (AID 1220) | recombinant PMI enzyme, coupled fluorescence intensity; higher % means a stronger effect | inhibition, % at 20 µM; hits with a dose series show IC50 in µM | actives 0.66% (n = 190,000)
T cell modulator: modulates CD8 T cell binding to vesicles | 2C CD8+ T cell-vesicle binding, flow cytometry; active compounds read low | actives 0.068% (n = 330,000) | AID 2052 | calls only at 7 µM;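 active = response, share of CD8 T cells binding vesicles, and their 90th percentile fluorescence all below set limits, cut at about 80% in these data, passing the limit was not always enough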
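Assay system – 2C mouse CD8+ T cells · Also added – QL9-loaded Drosophila micro-vesicles · Timing – Cell–vesicle co-incubation 1.5 h at 37 °C, staining 20 min on ice · Signal – flow cytometry of vesicle-bound cells · Measure – percent CD8+ FL2 mean versus row control · Controls – Peptide-free naked vesicles (low) and QL9 vesicles with 0.7% DMSO vehicle (high)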
T cell modulator vesicle-bound %: recorded beside T cell modulator, whose call it bears; double positive events, %; measured here: CD8+ vesicle-bound cell fraction;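 binding gate set so that unloaded-vesicle control wells show 10% double positive cells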
* marks the source's active call; other numbers are inactive results; i = inactive; ? = inconclusive; · = no result given; & = joins results of further samples; [ ] = remark or other dose. Cut-off read from the data, not from the text of the source, unless noted: active = inhibition above about 50%; inactive = the rest.

Sequence of screens: P. falciparum M1AAP	T cell modulator	TNAP activators	human PMI inhibition	UTI89 phage lysis	P. falciparum M17LAP	T cell modulator vesicle-bound %	human PMI inhibitors	RSV antiviral HEp-2	West Nile virus CPE
CCCCn1c(=O)c(F)cn(Cc2ccc(OC)c([N+](=O)[O-])c2)c1=O
    9%	i	1.2	6%	2.0%[50 µM]	5%	26	-6%	2.4%	1.3%
COC(=O)c1ccccc1NS(=O)(=O)c1ccc2c(c1)oc(=O)n2C
    ·	i	·	·	0.8%	·	8	·	3.7%	-0.8%
COc1ccc(C2c3c(-c4ccccc4O)n[nH]c3C(=O)N2CCc2ccc(OC)c(OC)c2)cc1 (stereo not drawn)
    3%	i	1.2	15%	0.6%	4%	30	8%	?	2.8%
COc1cc(C(C)=O)ccc1OCC(O)CNCC1(N2CCCCC2)CCCCC1 (stereo not drawn)
    -1%	i	1.1	0%	0.1%	-3%	20	-2%	-2.0%	-0.2%
Cc1cccc(NC(=O)c2ccc(NC(C)c3ccccc3)c([N+](=O)[O-])c2)n1 (stereo not drawn)
    4%	i	0.9	-4%	1.1%	6%	51	-6%	1.3%	-0.2%
O=c1c2ccccc2nc(CSc2ncnc3nc[nH]c23)n1-c1cccc(C(F)(F)F)c1
    8%	i	0.9	-6%	0.2%	-3%	5	-6%	3.1%	0.3%
CC1CCc2nc(NC(=O)C3CC3)sc2C1 (stereo not drawn)
    -5%	i	1	-3%	0.4%	-1%	9	-10%	1.4%	0.3%
CCn1c(O)c(N=NC(=O)CNC(=O)c2ccco2)c2ccccc21
    6%	i	1	2%	0.3%	18%	51	-6%	2.8%	-0.5%
O=S(=O)(Nc1cccnc1)c1cccs1
    1%	i	1.1	4%	0.1%	-27%	40	-3%	1.2%	0.2%
N#CCCn1cc(C(=O)Nc2ccccn2)c(-c2ccccc2)n1
    ·	i	·	·	0.2%	·	53	·	0.2%	-0.9%
Fc1ccc(SCCc2ccncc2)cc1
    -2%&10%	i	1.1&1.1	2%&-2%	3.9%&4.5%	-9%&2%	3&46	-4%&-5%	0.1%&1.9%	-0.3%&-0.1%
CC(=O)N1CCOCCOCCOCC1
    -2%	i	·	·	1.6%	-4%	34	·	·	0.1%
COc1ccc(-c2nnc(Nc3ccc(OC)c(C(=O)N4CCCCC4)c3)c3ccccc23)cc1
    11%	i	1.2	12%	-0.4%	6%	53	9%	?	?
COc1ccccc1C(C)N(C)Cc1nc(COc2ccccc2)no1 (stereo not drawn)
    ·	i	1.1	18%	-0.2%	·	12	19%	1.6%	-0.9%
O=C(NC1CCCC1)c1cc2nc(-c3ccccc3)cc(-c3ccccc3)n2n1
    5%	i	·	·	0.2%	12%	60	·	?	-0.3%
CC12CCC(C/C1=N/NC(=O)Nc1ccccc1)C2(C)C (stereo not drawn)
    4%	i	0.9	6%	2.4%	1%	28	5%	0.3%	-0.4%
Cc1c(OCC(=O)NC(Cc2c[nH]c3ccc(O)cc23)C(=O)O)ccc2c3c(c(=O)oc12)CCC3 (stereo not drawn)
    15%	i	·	·	0.2%	27%	35	·	0.8%	0.3%
Cc1ccc(OCCNS(=O)(=O)c2ccc(N3CCCC3=O)cc2)cc1
    -6%	i	1.1	2%	-0.1%	-5%	45	0%	8.0%	-0.8%
CC1(C)CN(c2ccccc2)N(C(=O)c2ccc(C#N)cc2)C1=O
    -3%	i	1	-12%	-1.0%	2%	8	-8%	-2.4%	·
CC(C)[C@H](NC(=O)c1ccccc1)C(=O)OCC(=O)Nc1ccc2c(c1)OCCO2
    8%	i	1	4%	-0.4%	24%	24	0%	0.4%	0.8%
COC(=O)c1ccccc1Nc1cc(C)nc2nc(C)nn12
    5%	i	1.1	-6%	-0.9%	10%	46	-5%	0.5%	·
COc1ccc(NS(=O)(=O)c2ccc(OC)c3ccccc23)cn1
    -4%	i	0.9	-9%	3.6%	-4%	41	-12%	3.9%	·
C=CCN(c1nc(C)c(Br)c(OC)n1)S(=O)(=O)c1ccc(C)cc1
    ·	i	·	·	0.4%	·	60	·	16%	-1.2%
COc1cc(OC)c2c(c1)OC(c1ccc(OC)c(OC)c1)C(O)C2=O (stereo not drawn)
    2%	i	1.1	8%	8.7%	7%	46	2%	1.0%	-0.4%
C=CCOC(=O)C1=C[C@@H](c2ccc3c(c2)OCO3)C[C@@H](OCCCCO)O1
    ·	i	·	·	1.6%	·	17	·	0.8%	-1.1%
CC1Oc2ccccc2C(=O)N(CC(=O)c2ccc3c(c2)OCCO3)C1=O (stereo not drawn)
    ·	i	·	·	0.7%	·	7	·	1.4%	-0.6%
O=C(NC1(C(F)(F)F)C(=O)Nc2c1c(=O)[nH]c(=O)n2-c1ccccc1)c1cccnc1 (stereo not drawn)
    -6%	i	1	2%	0.8%	-5%	30	4%	1.8%	0.2%
COc1ccc(C(=O)/C=C/Nc2cccc(O)c2)cc1
    -6%	i	1	16%	0.2%	-11%	26	10%	-0.4%	0.0%
CCOC(=O)c1cc2c(=O)n3ccccc3nc2n(CC(C)C)c1=NC(=O)c1c(-c2c(F)cccc2Cl)noc1C
    1%	i	1	-1%	8.3%	1%	4	1%	15%	-0.8%
COc1ccc(-c2noc(-c3ccccc3C(=O)Nc3cccnc3)n2)cc1
    14%	i	1.1	6%	0.1%	-8%	49	0%	0.1%	0.8%

Compounds from the list above containing a halogen:
Sequence of screens: P. falciparum M1AAP	T cell modulator	TNAP activators	human PMI inhibition	UTI89 phage lysis	P. falciparum M17LAP	T cell modulator vesicle-bound %	human PMI inhibitors	RSV antiviral HEp-2	West Nile virus CPE
CCCCn1c(=O)c(F)cn(Cc2ccc(OC)c([N+](=O)[O-])c2)c1=O
    9%	i	1.2	6%	2.0%[50 µM]	5%	26	-6%	2.4%	1.3%
O=c1c2ccccc2nc(CSc2ncnc3nc[nH]c23)n1-c1cccc(C(F)(F)F)c1
    8%	i	0.9	-6%	0.2%	-3%	5	-6%	3.1%	0.3%
Fc1ccc(SCCc2ccncc2)cc1
    -2%&10%	i	1.1&1.1	2%&-2%	3.9%&4.5%	-9%&2%	3&46	-4%&-5%	0.1%&1.9%	-0.3%&-0.1%
C=CCN(c1nc(C)c(Br)c(OC)n1)S(=O)(=O)c1ccc(C)cc1
    ·	i	·	·	0.4%	·	60	·	16%	-1.2%
O=C(NC1(C(F)(F)F)C(=O)Nc2c1c(=O)[nH]c(=O)n2-c1ccccc1)c1cccnc1 (stereo not drawn)
    -6%	i	1	2%	0.8%	-5%	30	4%	1.8%	0.2%
CCOC(=O)c1cc2c(=O)n3ccccc3nc2n(CC(C)C)c1=NC(=O)c1c(-c2c(F)cccc2Cl)noc1C
    1%	i	1	-1%	8.3%	1%	4	1%	15%	-0.8%

(continued)
Sequence of screens: P. falciparum M1AAP	T cell modulator	TNAP activators	human PMI inhibition	UTI89 phage lysis	P. falciparum M17LAP	T cell modulator vesicle-bound %	human PMI inhibitors	RSV antiviral HEp-2	West Nile virus CPE
O=C(c1cnsn1)N1CCC(CO)(Cc2ccc(Cl)cc2)CC1
    8%	i	1	8%	1.0%	21%	54	4%	2.1%	-1.0%
CC(C)CN(C(=O)CN(C)C(=O)Cc1ccccc1Cl)c1c(N)n(CC(C)C)c(=O)[nH]c1=O
    ·	i	·	·	0.5%[50 µM]	·	11	·	1.8%	0.6%
COc1ccc(-c2csc(NC(=O)COC(=O)C3=COCCO3)n2)cc1
    11%	i	1.1	-9%	i	-2%	49	-10%	-0.6%	0.3%
Cc1ccc(OCCC(=O)OCC(=O)Nc2ccc(Cl)cn2)cc1
    1%	i	1.1	1%	-0.1%	0%	53	-6%	1.1%	-0.4%
CCn1c(Cc2ccccc2)nnc1SCC(=O)Nc1nc(C)c(C)s1
    -3%	i	1.1	-5%	-0.1%	0%	12	-3%	-1.0%	-0.3%
O=C(c1ccco1)N1CCN(C(c2ccccn2)c2nnnn2C2CCCC2)CC1 (stereo not drawn)
    -5%	i	1.1	-7%	0.9%[50 µM]	-18%	44	4%	0.7%	-0.8%
CCc1ccc(N2CC(O)(c3cccs3)[N+]3=C2SCCC3)cc1 (stereo not drawn)
    -7%	i	1.1	-10%	0.3%	-10%	23	-4%	-2.4%	-1.6%
Cc1cc(C)c(-n2c(SCCS(=O)(=O)c3ccc(F)cc3)n[nH]c2=O)c(C)c1
    -4%	i	·	·	0.1%	-7%	33	·	4.9%	3.1%
CCS(=O)(=O)NCC(c1ccco1)N1CCN(c2ccccc2F)CC1 (stereo not drawn)
    7%	i	1.1	-4%	2.7%[50 µM]	-7%	50	-2%	1.6%	-0.7%
COC(=O)Cc1c(O)ccn(CCc2ccccc2)c1=O
    -2%	i	1	8%	-0.4%	11%	9	8%	1.8%	1.0%
CCCC(=O)Nc1cccc(C(=O)Nc2nccs2)c1
    5%	i	1	11%	0.3%	9%	46	11%	1.8%	-0.3%
c1csc(-c2nc3nc4ccccc4nc3n2Cc2ccc3c(c2)OCO3)c1
    -1%	i	1.1	20%	4.2%	-3%	37	17%	5.8%	-0.3%
Cc1c(CCC(=O)N2CCC[C@H]2C(=O)O)c(=O)oc2cc3oc4c(c3cc12)CCCC4
    ·	i	·	·	-1.1%	·	43	·	2.4%	-0.8%
CCN1C(=O)/C(=C/c2cn(C)nc2C)SC1=S
    1%	i	1.1	-3%	6.2%	2%	32	4%	0.1%	-0.6%
Cc1ccc(S(=O)(=O)NC(C)(C)CSc2nnc(Nc3ccccc3)s2)cc1
    0%	i	1.1	17%	-0.3%	2%	15	7%	17%	1.5%
Cc1cccc(OC(C)C(=O)N2CCCN(C)CC2)c1C (stereo not drawn)
    ·	i	·	·	-0.1%	·	67	·	-0.1%	-0.2%
COc1ccc(S(=O)(=O)N(C)C)cc1NCC(=O)Nc1ccc(F)cc1F
    2%	i	1.1	3%	2.6%[50 µM]	-12%	4	3%	4.1%	-0.5%
